High-throughput results (PubChem)
FBPA Giardia inh: Giardia lamblia aldolase inhibition. A8B2U2. purified Giardia FBPA. Potency, µM (highest dose often 59.6 µM), inactives show at the top dose activity, negative = inhibition, usual class: inhibitors. 0.71% of 290,000 active. AID 2451; further: potency means the concentration at half of the fitted maximal effect; on the % scale 0 is the no-effect control and ±100 the full control effect; nearly all actives have a fitted effect of over 55% in size
Target sequence (A8B2U2 whole entry, looked up): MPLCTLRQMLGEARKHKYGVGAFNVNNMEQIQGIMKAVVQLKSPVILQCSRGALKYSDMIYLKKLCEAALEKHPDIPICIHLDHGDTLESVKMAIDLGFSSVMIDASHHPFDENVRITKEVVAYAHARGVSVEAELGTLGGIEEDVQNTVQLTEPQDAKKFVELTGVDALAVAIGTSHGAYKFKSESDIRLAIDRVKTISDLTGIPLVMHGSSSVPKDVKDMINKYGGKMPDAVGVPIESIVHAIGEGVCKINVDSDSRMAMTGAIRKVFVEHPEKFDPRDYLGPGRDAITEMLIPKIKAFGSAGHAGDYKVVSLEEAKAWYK
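Giardia FBPA (40 nM reagent) was preincubated 10 min at RT with compound (up to 57.5 uM final), then substrate plus GAPDH/TPI/NAD/arsenate coupling system with diaphorase/resazurin was added; resorufin fluorescence (525/598 nm) was read after 20 min.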
Pf growth 48h: inhibits P. falciparum growth in the first generation, 48 h. P. falciparum luciferase growth in erythrocytes, 48 h. AID 504832. Potency, µM (highest dose often 28.7 µM), without a hit: at the top dose activity change, negative = inhibition, actives largely listed as inhibitors. 5.9% of 310,000 active; further: potency means the concentration at half of the fitted maximal effect; on the % scale 0 is the no-effect control and ±100 the full control effect
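A one-generation exposure of luciferase-tagged malaria parasites in RPMI 1640/Albumax erythrocyte culture, 37 C and 5% CO2. Inhibition is inferred from decreased luminescence after adding detection reagent.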
Shiga inhibitor: blocks Shiga toxin action in Vero cells; Vero cells, Shiga toxin protein synthesis inhibition reporter; inhibition, % at 38.7 µM; 9.2% of 290,000 active; AID 2315; in the data active means inhibition mostly above about 28%, no sharp cut-off; inactive means mostly below about 43%; further: 0% is about no effect
CHX counter: counter-screen hit for Shiga toxin inhibitors, cycloheximide; cell reporter, cycloheximide protein synthesis inhibition counterscreen; max response, %; 12% of 300,000 active; AID 2314; in the data active means max response mostly above about 13%, no sharp cut-off; inactive means mostly below about 14%; further: read at 38.3 µM for the half of the compounds with a filed dose; 0% is about no effect
Pf growth 96h: P. falciparum growth inhibition at 96 hour, primary screen for plastid delayed-death inhibitors. Potency, µM (highest dose often 28.7 µM), without a hit: at the top dose activity change, negative = inhibition, hits mostly inhibitors. P. falciparum luciferase reporter growth, 96 h. 6.9% of 320,000 active. AID 504834; further: potency means the concentration at half of the fitted maximal effect; on the % scale 0 is the no-effect control and ±100 the full control effect
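Compounds incubated with erythrocytes infected by luciferase-expressing P. falciparum (2% hematocrit, 0.05% parasitemia final) for 96 hours, 37 C in 5% CO2. Growth inhibition scored as decreased luciferase luminescence.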
Sm TGR block: blocks Schistosoma mansoni thioredoxin glutathione reductase; Potency, µM (series often up to 114 µM), for inactives: at the highest dose activity change, negative = inhibition, hits mostly inhibitors; AID 485364; 3% of 360,000 active; Q962Y6; purified TGR, DTNB reduction, TNB absorbance 405 nm; further: potency means the concentration at half of the fitted maximal effect; on the % scale 0 is the no-effect control and ±100 the full control effect; nearly all actives have a fitted effect of over 60% in size
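TGR 20 nM + NADPH 100 uM (dispensed conc.), cpd preinc 15 min RT; start with NADPH (500 uM addition) then DTNB (15 mM addition). Kinetic TNB absorbance, 405 nm filter. Four-parameter Hill fit across titration.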
* marks the source's active call; other numbers are inactive results; u = inconclusive; x = no result given; & = joins results of further samples; [ ] = remark or other dose. Unless noted, the call rests on the fitted dose curve; in most records, active means well fitted curve in the direction sought with a large enough effect; inconclusive means small, poorly fitted or top-dose-only effect, or another doubt; inactive means no such curve, though single readings can be large; an effect the other way counts as inactive or inconclusive.

SMILES	FBPA Giardia inh	Pf growth 48h	Shiga inhibitor	CHX counter	Pf growth 96h	Sm TGR block
CCN=C(N/N=C/c1ccc([N+](=O)[O-])cc1)SC	-24%	55%[activator]	-1	1	198%[activator]	45µM*
COc1ccc(N2C(=O)CC(Sc3n[nH]c(-c4ccc(C)cc4)n3)C2=O)cc1 (stereo unspecified)	-11%	20%	-24	-2	31%[activator]	0.71µM*
COc1ccc(NC(=S)Nc2ccc(S(=O)(=O)N3CCOCC3)cc2)c(OC)c1	-7%	-3%	-6	-3	u	u
O=C(Nc1ccc(F)cc1)Nc1ccc(Oc2ncnc3cc(Cl)ccc23)nc1	1%	-1%	-4	-2	2%	5%
Cc1ccc(S(=O)(=O)NC(=O)Nc2ccc(C)cn2)cc1	-6%	14%	27	3	17%	6%
O=C(O)CCCN1C(=O)/C(=C/c2ccc(-c3nc4ccccc4s3)o2)SC1=S	-22%	-2%	22	10	12%	u
COc1ccc(CCNC(=O)C2CCN(C(=O)c3ccc(Br)cc3)CC2)cc1OC	9%	-15%	x	2	218%[activator]	-7%
CCN(CC)S(=O)(=O)c1ccc(NN)nc1	-26%	-8%	5	1	u	2%
Cc1ccc(NC(=O)Cc2ccccc2Cl)cc1S(=O)(=O)N(C)C	-1%	0%	-2	5	u	-3%
CC(C)(C)NC(=O)CSc1ncnc2c1nnn2Cc1ccccc1Cl	14%	u	-3	-4	u	0%
Cc1cccc(C)c1NC(=S)N1CCOCC1	3%	47%[activator]	-8	-2	59%[activator]	16%
CC(C)(C)NC(=O)C(c1ccc(F)cc1)N(Cc1ccco1)C(=O)CCC(=O)Nc1nccs1 (stereo unspecified)	-7%	u	-11	-2	54%[activator]	2%
CC1(C)CC(=O)C(Sc2nnc(-c3ccc(NS(C)(=O)=O)cc3)n2Cc2ccco2)C(=O)C1	-6%	29%	26	-3	-29%	u
c1ccc2[nH]c(CN3CCOCC3)nc2c1	-6%	1%	-10	6	x	-2%
CCOC(=O)c1nnn(-c2nonc2N)c1CSc1nnc(N)s1	-2%	8%	-5	-1	u	1%
O=CN1CCN(C(=S)Nc2ccc(OC(F)F)cc2)CC1	1%	-9%	-3	1	10%	-2%
O=S(=O)(c1ccc(SCCOc2ccc(F)cc2)nc1)N1CCCC1	x	u	x	x	u	-4%
CN(CC(=O)NCc1ccccn1)S(=O)(=O)c1ccccc1	5%	1%	-3	13	11%	5%
COc1ccc(C(=O)OCC(=O)Nc2cc(C)on2)cc1S(=O)(=O)N1CCOCC1	9%	-4%	-20	0	2%	7%
COc1ccc(-c2cnc(N)nc2-c2ccc(OCc3ccccc3)cc2O)cc1	-11%	u	-6	-2	15µM*	-11%
NC1=NC[C@H](Cc2ccccc2)N1CCCCC1CCCCC1	3%	u	1	-1	12µM*	10%
CCC(NC(=O)c1cc(COc2ccc(OC)cc2Cl)on1)c1ccncc1 (stereo unspecified)	x	11%	63	64*	u	-20%
Cc1ccc(C)c(S(=O)(=O)NCc2ccc(C(=O)NCc3ccco3)cc2)c1	0%	u	12	3	9.3µM*	u
CCCCSCCCNC(=O)c1cn(C)c2ccc(S(=O)(=O)N3CCCC3)cc2c1=O	x	u	5	13	10µM*	-10%&-12%
CCn1cc(CNC(=O)NC2CCCCC2)c(C)n1	3%	55%[activator]	65*	19*	-18%	-16%
O=c1cc(-c2ccc(Cl)cc2)[nH]c2ccccc12	1%	1.5µM*	21	1	2.1µM*	6%
CNC(=S)N(Cc1ccco1)Cc1cc2cc(OC)c(OC)cc2[nH]c1=O	-6%	u	-6	1	-56%	-24%
CCOc1ccccc1C(=O)OCC(=O)NCC1CCCO1 (stereo unspecified)	x	-21%	x	x	-26%	-2%
CCCC(C)C1(CC)C(=O)NC(=S)NC1=O (stereo unspecified)	-19%	u	-6	-2	u	x
O=[N+]([O-])c1c(Nc2cccc(O)c2)cc(Cl)c2nonc12	0%	2%	x	-10	87%[activator]	0.35µM*
Cc1ccccc1CN1C(=O)CSc2ccc(C(=O)N3CCOCC3)cc21	-1%	-24%	-9	-3	u	7%
CCn1nc(C)c(CNC(=O)C2CCC(=O)N(Cc3cccc(F)c3)C2)c1C (stereo unspecified)	-12%	30%	-13	0	u	-1%
COc1ccc(S(=O)(=O)Nc2cc(C(=O)NCCC(C)C)ccc2N2CCOCC2)cc1	-1%	8.3µM*	-3	1	u	-36%
CN1CCN(S(=O)(=O)c2cccc(C(=O)N(Cc3nnc(-c4ccc(Cl)cc4)o3)C3CC3)c2)CC1	x	u	x	x	u	-4%
CCCCNC(=O)CCCCCn1c(=O)[nH]c2cc(C(=O)OC)ccc2c1=O	1%	-26%	-9	1	-58%	4%
COc1cccc(NC(=O)CSc2nnc(-c3cc(C)n(-c4ccccc4)c3C)o2)c1	0%	171%[activator]	101*	48*	10µM*	-16%
CC(=O)c1ccc(OCCCC(=O)NC2CCC(C)CC2)cc1 (stereo unspecified)	7%	25%	8	2	2%	-1%
O=C(Nc1ccccc1Br)c1ccc(OC(=S)N2CCOCC2)cc1	3%	-5%	21	-2	u	-7%
COc1ccc(Cl)cc1NC(=O)CSc1nnc(C2CC2)n1C	3%	-1%	-9	-1	1%	-3%
CC(=O)c1ccc(S(=O)(=O)N2CCN(C(=O)CCC3CCCC3)CC2)cc1	x	u	x	x	u	-3%
COc1cccc(C(=O)Nc2cc(=O)n(C)c(=O)n2C)c1OC	0%	x	20	3	-4%	3%
Cc1cnnn1-c1cccc([N+](=O)[O-])c1	1%	-4%	27	-4	11%	-5%
CN(CC(=O)Nc1ccc(C#N)cc1)Cc1ccc(Cl)c(Cl)c1	-4%	12%	-17	-3	83%[activator]	-12%
Cc1nn(C)cc1CNC(=O)c1cnn2c1NC(c1ccc(Br)cc1)CC2C(F)(F)F (stereo unspecified)	6%	2%	-12	-6	x	0%
Cn1c(=O)c2c(ncn2CC(O)CO)n(C)c1=O (stereo unspecified)	3%&-1%	-1%	-12	29	14%	21%

Compound profiles, from the list above.
CN(CC(=O)Nc1ccc(C#N)cc1)Cc1ccc(Cl)c(Cl)c1 as listed: FBPA Giardia inh = -4%; Pf growth 48h = 12%; Shiga inhibitor = -17; CHX counter = -3; Pf growth 96h = 83%[activator]; Sm TGR block = -12%
CC(=O)c1ccc(S(=O)(=O)N2CCN(C(=O)CCC3CCCC3)CC2)cc1 as listed: FBPA Giardia inh = x; Pf growth 48h = u; Shiga inhibitor = x; CHX counter = x; Pf growth 96h = u; Sm TGR block = -3%
Cc1nn(C)cc1CNC(=O)c1cnn2c1NC(c1ccc(Br)cc1)CC2C(F)(F)F (stereo unspecified) as listed: FBPA Giardia inh = 6%; Pf growth 48h = 2%; Shiga inhibitor = -12; CHX counter = -6; Pf growth 96h = x; Sm TGR block = 0%

Other records:
SMILES	FBPA Giardia inh	Pf growth 48h	Shiga inhibitor	CHX counter	Pf growth 96h	Sm TGR block
Cc1nc(=O)c(-c2ccccc2)c(C)n1-c1ccc(C(=O)O)cc1	6%	-23%	23	-4	1.7µM*	-15%
CCOC(=O)N1CCN(C(=O)CN(Cc2ccc(Cl)cc2)S(=O)(=O)c2ccccc2)CC1	1%	8.3µM*	20	-2	u	3%
COc1ccc(C2CC(c3ccc(F)cc3)Nc3nc(N)nn32)cc1 (stereo unspecified)	12%	2%	-8	-4	19%	-8%
COc1cc(NC(=O)CN(C)C2CCCCC2)c(C)cc1[N+](=O)[O-]	-4%	0%	-13	-2	u	-13%
O=C(O)COCC(=O)N1CCCN(c2ccc(C(F)(F)F)cn2)CC1	7%	0%	-9	-4	25%	40µM*
COCC(C)NC(=O)C1c2ccccc2Oc2ccccc21 (stereo unspecified)	6%	0%	4	-1	u	7%
Cc1oc(C(C)(C)C)cc1C(=O)N1CCCC1C(=O)O (stereo unspecified)	-8%	18%	-6	-2	6%	2%
O=C(NCCn1ccc2ccccc21)c1ccc(S(=O)(=O)N2CCOCC2)cc1	9%	u	0	-2	u	0%
Cc1cccc(NC(=O)C2CCN(C(=O)[C@@H]3Cc4ccccc4CN3)CC2)c1	-13%	13%	16	24	17%	0%
Cc1cccc(NS(=O)(=O)c2cccc(C(=O)NCC(c3ccco3)N3CCCCC3)c2)c1 (stereo unspecified)	x	u	x	x	15µM*	-16%
NC(=O)c1nsc(C(=O)N(c2cccc(O)c2)C(C(=O)NC2CCCC2)c2ccc(Cl)cc2)c1N (stereo unspecified)	-5%	-2%	1	-2	19%	12%
O=C(Cn1cc2c(n1)CCCCC2)N1CCc2ccccc21	-1%	22%	12	10	-24%	-6%
Clc1ccc(-n2c(SC/C=C/c3ccccc3)nnc2-c2cccnc2)cc1	2%	12µM*	-12	-4	x	-10%
Cc1cccc(-c2nnc3n2N=C(c2ccccc2Br)CS3)c1	15%	u	13	9	-19%	0%
O=C(Cc1coc2ccc3ccccc3c12)N1CCCC1	-3%	18%	-5	-2	14%	-5%
CCOC(=O)c1cn(CC)c2ccc(Br)cc2c1=O	6%	5.2µM*	23	1	12µM*	2%
CC(=O)c1cccc(NC(=O)N2CCC(c3ccc(C)cc3)C2)c1 (stereo unspecified)	u	17%	49*	27	15%	-7%
CCc1ccc(NC(=O)CC2C(=O)NCCN2C(=O)c2ccc(F)cc2)cc1 (stereo unspecified)	x	10%	29	-2	5%	3%&1%
CCC(=O)Nc1nnc(S(=O)(=O)N2CCCC2)s1	-23%	15%	-3	-2	23%	-2%
CN(C)c1cc[n+](/C(C(=S)Nc2ccc(SC(F)F)cc2)=C(/[O-])c2ccccc2)cc1	-6%	4.7µM*	19	9	2.1µM*	48%[activator]
N#C/C(=C(/O)COc1cccc2ccccc12)c1nc2ccccc2[nH]1	-5%	-12%	-7	2	26%	2%
CC(C)CNc1nc(Oc2ccc(=O)[nH]n2)nc(N(C)C)n1	1%	25%	28	-1	x	-18%
Cc1ccc(-n2c(=O)c3sccc3n(CC(=O)NCC3CCCO3)c2=O)cc1F (stereo unspecified)	1%	0%	-11	-4	-2%	-1%
CC1Cc2cc(/C(O)=C3/C(=O)C(=O)N(CCN4CCOCC4)C3c3ccc(N(C)C)cc3)ccc2O1 (stereo unspecified)	-7%	21%	-4	-2	12%	-25%
Cc1cc(NC(=O)NC(=O)c2ccccc2F)no1	x	149%[activator]	77*	32*	171%[activator]	5%
CCC(=O)Nc1ccc(S(=O)(=O)N2CCC(c3nc4ccccc4[nH]3)CC2)cc1	x	u	x	x	u	-5%
Cc1ccccc1C(=O)NC(=S)NC1CCS(=O)(=O)C1 (stereo unspecified)	x	9%	-4	-2	13%	0%
Cc1ccc(/C=N/NC(=O)Cc2c(F)cccc2Cl)s1	7%	-15%	79*	54*	294%[activator]	-2%
CC(C)Cc1cc(-c2ccco2)c(C#N)c(N)n1	-9%	13%	-5	9	18%	35µM*
Cc1noc(/C=C/N(C)C)c1S(=O)(=O)N1CCCC(C(=O)NCc2ccco2)C1 (stereo unspecified)	-14%	x	12	7	-16%	-20%
O=C(CSc1nccn1Cc1ccccc1)NC1CCCC1	x	0%	18	25*	10%	-6%&6%
Cc1ccc(NC(=O)CCCc2c[nH]c3ccccc23)nc1	3%	10%	16	5	49%[activator]	7%
CC1SC(c2ccccc2Cl)NC1=O (stereo unspecified)	-5%	x	-17	-1	12µM*	0%
O=C(c1ccco1)N1CCN(C(=O)c2cc(Cl)nc3ccccc23)CC1	x	u	x	x	22%	1%
CCS(=O)(=O)n1nc(-c2cccnc2)nc1NCc1ccc(F)cc1	7%	-8%	-14	9	-6%	10%
